# FLuc modulator: firefly luciferase modulation, counter-screen for miR-21 project; P08659; purified FLuc, Km substrates, luminescence inhibition; Potency, µM (titrated, usually from 57.5 µM), for inactives: at the highest dose activity change, negative = inhibition, hits mostly inhibitors; 6.9% of 360,000 active; AID 588342; active means well fitted inhibition curve with a large enough effect; inconclusive means small, poorly fitted or top-dose-only effect;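 further: plate controls were vehicle for no effect and reference inhibitor for full effect; nearly all actives have a fitted effect of over 55% in size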
# Target sequence (P08659 whole entry, looked up): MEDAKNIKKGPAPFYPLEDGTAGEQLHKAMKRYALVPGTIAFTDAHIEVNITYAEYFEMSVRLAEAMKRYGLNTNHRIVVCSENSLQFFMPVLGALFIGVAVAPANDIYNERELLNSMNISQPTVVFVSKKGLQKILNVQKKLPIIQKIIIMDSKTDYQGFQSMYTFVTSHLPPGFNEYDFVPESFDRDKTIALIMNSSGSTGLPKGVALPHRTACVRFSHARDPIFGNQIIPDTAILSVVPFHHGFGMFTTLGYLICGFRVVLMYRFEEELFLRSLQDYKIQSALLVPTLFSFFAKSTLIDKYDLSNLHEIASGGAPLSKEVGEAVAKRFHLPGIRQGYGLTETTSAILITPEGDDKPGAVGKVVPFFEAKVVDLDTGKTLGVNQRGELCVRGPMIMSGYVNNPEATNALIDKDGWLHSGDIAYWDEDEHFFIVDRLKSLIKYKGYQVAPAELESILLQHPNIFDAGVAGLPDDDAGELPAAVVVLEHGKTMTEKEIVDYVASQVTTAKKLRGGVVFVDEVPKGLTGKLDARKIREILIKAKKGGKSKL
#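 Purified P. pyralis luciferase (10nM final) with 10uM D-luciferin and 10uM ATP (Km levels) in 50mM Tris acetate pH 7.5, 10mM Mg acetate, 0.01% Tween-20, 0.05% BSA; qHTS 6-point titration, ~60 µM downward; luminescence read.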
# * hit, by the source's call; ? = inconclusive. Potency means the concentration at half of the fitted maximal effect.
SMILES,FLuc modulator
CSc1ncc(Cl)c(C(=O)N(Cc2ccc(C)cc2)C2CCS(=O)(=O)C2)n1 (configuration not stated),6%
COc1cccc(NC(=O)CCN2CCN(CCO)CC2)c1,3%
O=C(NC1CC(=O)N(c2ccccc2)C1)C1CCCC1 (configuration not stated),0%
COc1cc2c(-c3cc(Br)ccc3O)nc3c(c(C)nn3-c3ccccc3)c2cc1OC,1%
Cc1cc(C)n(C(C)CC(=O)NCc2ccccc2C)n1 (configuration not stated),0%
Cc1cccc(Cn2c(-c3cccc(Br)c3)nc3ccccc32)c1,-17%
Cc1ccc(N2CCN(C(=O)c3cc(S(=O)(=O)N4CCCCC4)c[nH]3)CC2)c(C)c1,-1%
Cc1cccc(NC(=O)c2nc(S(C)(=O)=O)ncc2Cl)c1,-2%
Cc1nnc(N2CCN(c3ccccc3)CC2)c2c1nnn2Cc1ccc(F)cc1,1%
Cc1c(C(=O)N2CCC(c3nc4ccccc4s3)CC2)oc2ccc(Cl)cc12,-15%
CCN(CC)c1ccc2cc(-c3nc(-c4cc(OC)c(OC)c(OC)c4)no3)c(=O)oc2c1,-6%
COc1cccc2sc(N3CCN(C(=O)CCS(=O)(=O)c4ccc(F)cc4)CC3)nc12,-8%
CCOC(=O)c1c(C)oc2nc(C)nc(NCCCN3CCN(c4cc(C)ccc4C)CC3)c12,0%
O=c1oc2ccccc2c(N2CCN(c3ccccc3F)CC2)c1CN1CCCC1,-1%
CC1CCC(NC(=O)C2(C)Cc3ccccc3C(=O)N2Cc2ccc(Cl)cc2)CC1 (configuration not stated),-2%
COc1cc2ccccc2cc1C(=O)Nc1ccc2oc(-c3cccc(Cl)c3Cl)nc2c1,-2%
Cc1nn(C)c2c1c(C(F)(F)F)cc(=O)n2CC(=O)N1CCC(C)CC1,-2%
O=C(NCCO)C(=O)NCC(c1ccc2c(c1)OCO2)N1CCOCC1 (configuration not stated),-2%
CCc1cccc(NC(=O)Nc2ccc3c(c2)N(C)C(=O)c2ccccc2S3)c1,-16%
CC(C)(C)c1ccc(-c2nc3cc(NC(=O)c4cccc(Br)c4)ccc3o2)cc1,2%
NS(=O)(=O)c1ccc(CCNC(=O)c2ccc3nc(Cc4ccccc4)oc3c2)cc1,2%
COc1ccc(C2CC(c3c(O)n(C4CCCCC4)c(=O)[nH]c3=O)=Nc3ccccc3S2)cc1 (configuration not stated),-11%
Clc1ccc(-c2cn3ncsc3n2)cc1,12µM*
CCOC(=O)C1CCN(c2cc3c(cc2NC(=O)c2ccc(Cl)cc2)n(C)c(=O)n3C)CC1,2%
CC1=C(c2cccc(Cl)c2)S(=O)(=O)NC1=NCc1ccccc1C,-1%

# The results go on:
SMILES,FLuc modulator
CC(=O)c1ccc(NS(=O)(=O)c2ccc(-c3cc(C)no3)s2)cc1,?
COc1ccc(CCC(=O)N2CCc3c([nH]c4ccccc34)C2c2ccc(F)cc2)cc1 (configuration not stated),3%
Cn1c(=O)c2sccc2n2c(CCCC(=O)Nc3ccc(Oc4ccc(Cl)cc4)cc3)nnc12,-19%
Cc1c(C(=O)Nc2ccc(F)c(F)c2)oc2ccc(S(=O)(=O)N(C)C3CCCCC3)cc12,-2%
COc1cc(Cl)c(C)cc1NC(=O)c1cnc2c(-c3cccc(C)c3)c(C)nn2c1C,-5%
CCC(Sc1nc2ncccc2[nH]1)C(=O)Nc1ccccc1F (configuration not stated),-3%
O=C(CCCn1c2ccccc2c(=O)c2ccccc21)Nc1ccc(F)cc1Cl,-15%
Cc1ccc(CN2CCCn3nc(C(=O)NCCc4cccc(C)c4)cc3C2=O)cc1,-6%
COc1ccc(Br)cc1C(=O)Nc1ccc2oc(-c3cccnc3)nc2c1,-1%
COc1cccc(NC(=O)CCc2nc3c(C)nn(-c4ccc(C)cc4)c3n(C)c2=O)c1,-2%
CCc1ccc(NC(=O)Cn2c(-c3cncs3)nc3ccccc32)cc1,-7%
CC(C)C(NS(=O)(=O)c1ccc2c(c1)oc(=O)n2C)C(=O)NCCc1ccccc1 (configuration not stated),-3%
Cc1cccc(NC(=O)c2ccc3oc(=O)c(S(=O)(=O)c4ccc(F)cc4)cc3c2)c1C,-1%
Cc1cccc(Nc2c(-c3ccsc3)nc3nc(C)cc(C)n23)c1,1%
O=C(NCc1ccccc1Br)C1CCCN(C(=O)N2CCOc3ccccc32)C1 (configuration not stated),?
CCOc1ccc(-c2cn3c(n2)sc2cc(C(=O)NC4CCCc5ccccc54)ccc23)cc1 (configuration not stated),2%
Cc1ccc(CN2CCN(C3CCN(S(=O)(=O)c4ccc(C)cc4)CC3)C(=O)C2=O)cc1,6%
COc1ccc(Cn2c(CCC(=O)Nc3cccc(Cl)c3)nc3cccnc32)cc1,1%
Cc1ccc(S(=O)(=O)N2CCc3cc(C(=O)Nc4c(C)cccc4C(C)C)ccc32)cc1,-2%
COc1cccc(CNC(=O)C2CCN(C(=O)c3sccc3-n3cccc3)CC2)c1,-10%
O=C(CCSCc1cccc(F)c1)NCc1ccccc1,-13%
CCCOCc1cc(CN2CCN(c3ccccc3OC)CC2)c(O)c2ncccc12,0%
COc1cc(C2CC(=O)c3c([nH]c(C(=O)OCc4ccc(C)cc4)c3C)C2)cc(OC)c1OC (configuration not stated),-6%
COc1ccc(-n2cc(C(=O)N(CCN(C)C)Cc3ccccc3)c3ccccc3c2=O)cc1,-6%
Cc1cc(C)cc(NC(=O)c2cc(S(=O)(=O)N3CCCC3)ccc2F)c1,-11%

# Later entries:
SMILES,FLuc modulator
Cc1ccccc1Cc1c(C)nc2nc(SCC(=O)N(C)c3ccccc3)nn2c1C,1%
COc1cccc(CNC(=O)C2=C(C)C(=O)OC23CCCCCC3)c1,-4%
Cc1nc(Oc2ccc(F)cc2Cl)c2oc3ccccc3c2n1,-2%
O=C(CSc1nccn1-c1ccc(F)cc1)Nc1cccc2ccccc12,-15%
Cn1nc(C(=O)N2CCN(c3ccccc3F)CC2)c2c1-c1ccccc1SC2,-12%
Cc1cccc(C(=O)Nc2ccccc2OCc2cc(=O)n3ccccc3n2)c1,0%
COc1ccc(CNC(=O)c2cccc(-n3cnc4cccnc43)c2C)cc1,-8%
COc1ccccc1CNc1nc2ccccc2c2nc(-c3cccc(C)c3)nn12,?
CCOc1ccccc1Nc1ncnc2c1cnn2-c1ccc(C)cc1,15µM*
Cc1nn2c(=O)cc(COC(=O)c3cccc(NC(=O)c4cccs4)c3)nc2s1,0%
COc1ccc(Cn2c(SCc3ccc(C(=O)NCCc4ccccc4)cc3)nc3cccnc32)cc1,-16%
Cc1cccc(-c2noc(CSc3nc(-c4ccc(F)cc4)cc(=O)[nH]3)n2)c1,-17%
Cc1cnc2c(c1SCC(=O)NCc1ccc(F)cc1)c(=O)n(C)c(=O)n2C,2%
O=C(CC1Oc2ccc(Cl)cc2NC1=O)NCc1ccccc1 (configuration not stated),-7%
COc1ccccc1NC(=O)CN1C(=O)CC(c2ccc(C)c(C)c2)=Nc2ccccc21,13µM*
Cc1nc2nc(SCc3ccc(F)cc3Cl)nn2c(C)c1Cc1ccccc1,-11%
CCOc1ccc(CN2CCc3nc(N4CCN(c5ncccn5)CC4)ncc3C2)cc1OC,-2%
CCCS(=O)(=O)N1CC(=O)N(c2ccc(Cl)cc2C)C(C)(C(=O)NC2CCCC2)C1 (configuration not stated),-7%
Cc1ccccc1C(=O)Nc1ccc(C(=O)OCc2cc(=O)n3c4c(sc3n2)CCCC4)cc1,5%
CCSc1nnc2c(n1)OC(c1cc(OC)c(OC)c(OC)c1)Nc1ccccc1-2 (configuration not stated),-13%
O=c1oc2c(F)cc(F)cc2cc1S(=O)(=O)c1ccc(F)cc1,?
COc1ccc2c(CNCc3cccs3)c(C(=O)O)n(Cc3cccc(F)c3)c2c1,-15%
CNC(=O)C1CCC(Cn2c(=O)[nH]c3ccsc3c2=O)CC1 (configuration not stated),-2%
Cc1cc(NC(=O)Nc2nnc(N(C)C3CCCCC3)s2)ccc1Br,-14%
CCOC(=O)c1cc(-c2ccccc2)n(-c2cccc(C(=O)Nc3cccc(C(C)=O)c3)c2)c1C,-9%

# Other results follow:
SMILES,FLuc modulator
Cc1c(-c2ccc(Cl)cc2)c(=O)oc2c(CN3CCN(CCO)CC3)c(O)ccc12,-7%
O=C(Cn1ncc2c3ccccc3n(Cc3ccccc3F)c2c1=O)NC1CCCCCC1,0%
Cn1nnnc1SCCCNCc1cc(Cl)ccc1OCc1ccccc1F,5%
COc1ccccc1NC(=O)CCN1CCCCC1,0%
COc1ccc(-c2c3c(nc4sc(C(=O)Nc5ccccc5F)c(N)c24)CC(C)(C)CC3=O)cc1,7%
Cc1ccc(S(=O)(=O)c2nnn3c2nc(NCc2ccccc2Cl)c2sccc23)cc1,-2%
Cc1cc(C)c2oc(-c3cccc(NC(=O)COc4ccc([N+](=O)[O-])cc4)c3)nc2c1,1%
O=C(Cn1cc(S(=O)(=O)N2CCCC2)c(S(=O)(=O)N2CCCC2)c1)Nc1ccccc1,-5%
Cn1c(SCc2ccccc2Cl)nc(=O)c2c1NC(=O)CC2c1cc(F)ccc1F (configuration not stated),?
COc1ccc(-c2nc3c(c(SCc4cc(C)ccc4C)n2)Cc2c(CO)cnc(C)c2O3)cc1,-2%
COc1cccc(-c2noc(COc3cccc(C)c3C)n2)c1,?
O=C(NCCc1ccccc1)C1CCN(Cc2cc3ccccc3n2Cc2cccc(Cl)c2)CC1,2%
CCN(CC)C(=O)Nc1ccc2c(c1)N(Cc1ccccc1)C(=O)c1ccccc1S2,2%
Cc1cccc(N2CCN(C(=O)c3cc(S(=O)(=O)N4CCC(C)CC4)cn3C)CC2)c1C,-7%
Cc1ccc(C)c(CNC(=O)c2cnc3sc(N4CCCC4)nn3c2=O)c1,-7%
O=S(=O)(Nc1nc2n(n1)C(c1ccccc1)C=C(c1ccc(Cl)cc1)N2)c1ccccc1 (configuration not stated),?
COc1ccc(NC(=O)c2c(N)c(C(=O)c3ccc(C)cc3)n3ccccc23)cc1OC,2%
O=C(CN1CCCN(Cc2ccc(F)cc2)S1(=O)=O)Nc1ccc2c(c1)OCCO2,1%
COc1cccc(-n2c(=O)c3sccc3n(Cc3cc(=O)n4cc(Cl)ccc4n3)c2=O)c1,-2%
COc1ccc(NC(=O)c2csc3c2CCCCC3)cc1,5.4µM*
O=C(Nc1ccc(C(F)(F)F)cc1)c1cc(S(=O)(=O)N2CCCc3ccccc32)ccc1F,-3%
COc1ccc(OC)c(NC(=O)C(C)n2c(=O)c(-c3ccccc3NC(C)=O)nc3ccccc32)c1 (configuration not stated),-7%
COc1ccc(Nc2ncc3c(n2)CCN(Cc2cc(Br)cs2)C3)c(OC)c1,4%
CCCCC(=O)N(c1ccc2oc(C)c(C(C)=O)c2c1)S(=O)(=O)c1ccc(F)cc1C,0%
CCN(CC)C(=O)Cn1c(=O)n(-c2ccc(Cl)cc2)c(=O)c2c3c(sc21)CCC3,-1%

# Other records follow.
SMILES,FLuc modulator
CCOC(=O)c1cnc2c(ccc3ccccc32)c1Nc1ccccc1OCC,-10%
Cc1noc2ncnc(NCCc3ccccc3)c12,-12%
COc1ccc(O)c(C2Nc3ccccc3-n3c(-c4ccccc4)c4c(=O)n(C)c(=O)n(C)c4c32)c1 (configuration not stated),-7%
O=C(COc1ccc(Cl)cc1)NCCc1csc(-c2cccc(F)c2)n1,-7%
CCOC(=O)c1c(NC(=O)c2ccc(OC)c(OC)c2)sc2c1CCCCC2,-14%
COCCNc1ccc2cc(S(=O)(=O)N3CCCCC3)ccc2n1,4%
CCOC(=O)c1cccc(Nc2c3c(nc4ccccc24)CCC3)c1,-12%
CCc1cccc(CC)c1NC(=O)c1c(C)oc2ccc(O)c(CN3CCN(C)CC3)c12,4%
CCCSCCCNC(=O)c1ccc2nc(Cc3ccccc3)oc2c1,-17%
O=C(C1CCN(S(=O)(=O)c2ccc(Br)s2)CC1)N1CCN(c2cccc(Cl)c2)CC1,1%
CCC(C(=O)Nc1c(C)cc(C)cc1C)n1c(=O)c(-c2ccccc2NC(C)=O)nc2ccccc21 (configuration not stated),-12%
CCOC(=O)CSc1nnc2n(-c3ccccc3)c(=O)c3c4c(sc3n12)COC(C(C)C)C4 (configuration not stated),5%
COCCCNC(=O)c1cc2c(=O)oc3ccc(C)cc3c2s1,4%
Cn1c(=O)c2sccc2n2c(CCC(=O)NCc3ccc(Cl)cc3)nnc12,-3%
Cn1c(=O)c2sccc2n2c(CCC(=O)NCc3ccccc3)nnc12,2%
Fc1ccc(-c2nc(Nc3cccc(Cl)c3)nc3c2COc2ccccc2-3)cc1,-14%

# Assay outcomes from PubChem.

# These rows are one share of the data; count on the stated rates, not on these rows.
